TDP1 cell CPT – DT40-hTDP1 cell growth loss with CPT; chicken DT40 Tdp1-/-;hTDP1 cells + 20 nM CPT, ATP luminescence, 48 h; Potency, µM (series often up to 46.2 µM), inactives show at the top dose activity change, negative = growth inhibition, most hits filed as inhibitors; 420,000 compounds, 12% hits; note: nearly all actives have a fitted effect of over 55% in size
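Cell growth measured by CellTiter-Glo luminescence after a minimum 48 h, 37 C compound exposure with 20 nM CPT in Tdp1-knockout DT40 cells stably expressing hTDP1, seeded 400/well; qHTS titration format.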
KAT2A inh – GCN5L2 (KAT2A) acetyltransferase inhibition; GCN5L2 HAT assay, ThioGlo1 CoA-SH fluorescence; Potency, µM (series often up to 58.9 µM), without a hit: at the highest dose activity change, negative = inhibition, usual class: inhibitors; 390,000 compounds, 0.21% hits
Target sequence (Q92830 whole entry, looked up): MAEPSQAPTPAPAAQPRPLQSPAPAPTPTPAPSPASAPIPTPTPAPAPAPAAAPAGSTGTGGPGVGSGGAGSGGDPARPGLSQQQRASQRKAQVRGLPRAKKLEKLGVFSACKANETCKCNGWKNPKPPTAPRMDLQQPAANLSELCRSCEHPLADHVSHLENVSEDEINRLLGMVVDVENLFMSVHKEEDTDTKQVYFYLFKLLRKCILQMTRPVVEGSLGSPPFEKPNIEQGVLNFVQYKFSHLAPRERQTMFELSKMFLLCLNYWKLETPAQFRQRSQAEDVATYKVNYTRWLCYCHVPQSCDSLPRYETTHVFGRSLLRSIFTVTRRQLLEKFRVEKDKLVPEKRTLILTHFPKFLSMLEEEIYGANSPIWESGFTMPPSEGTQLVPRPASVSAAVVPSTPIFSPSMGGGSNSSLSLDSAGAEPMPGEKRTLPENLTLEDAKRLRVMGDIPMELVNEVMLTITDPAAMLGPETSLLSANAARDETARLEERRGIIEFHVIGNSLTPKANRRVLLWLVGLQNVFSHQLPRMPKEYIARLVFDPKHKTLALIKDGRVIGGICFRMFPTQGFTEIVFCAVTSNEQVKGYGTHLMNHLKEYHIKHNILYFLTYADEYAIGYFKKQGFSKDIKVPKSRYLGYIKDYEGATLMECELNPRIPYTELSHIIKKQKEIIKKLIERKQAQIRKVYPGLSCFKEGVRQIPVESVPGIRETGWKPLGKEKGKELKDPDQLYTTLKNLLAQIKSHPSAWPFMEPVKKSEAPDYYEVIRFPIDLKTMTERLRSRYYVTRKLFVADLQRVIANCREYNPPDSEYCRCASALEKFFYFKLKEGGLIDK
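Enzyme at 20nM final was mixed with library compounds for 15 min at room temperature. Peptide H3(1-25) at 75uM, acetyl-CoA at 70uM and ThioGlo1 at 50uM were then added. Plates were read immediately and after 20 min (Ex340nm/Em540nm).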
DT40 TDP1 no CPT – qHTS for Inhibitors of human tyrosyl-DNA phosphodiesterase 1 (TDP1): qHTS in cells in absence of CPT. DT40 Tdp1-/- hTDP1 cells, no CPT, ATP luminescence, 48 h. Potency, µM (titrated, usually from 46.2 µM), inactives show at the top dose activity change, negative = growth inhibition, hits mostly inhibitors. 420,000 compounds, 15% hits; note: nearly all actives have a fitted effect of over 55% in size
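No-CPT arm: Tdp1-/-;hTDP1 DT40 cells (400/well) plus compounds, incubated ≥48 hr at 37 °C. Readout CellTiter-Glo luminescence.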
* = called active by the depositor; u = inconclusive; x = not tested or not shown; [ ] = dose if it differs, or a comment. Calls come from the whole dose curve; as a rule, active = well fitted curve in the direction sought with a large enough effect; inconclusive = small, poorly fitted or top-dose-only effect, or another doubt; inactive = no such curve, though single readings can be large; an effect the other way counts as inactive or inconclusive. % is set by controls: 0 for no effect and ±100 for the full control effect; potency is the fitted concentration of half-maximal effect. Compounds were not picked by outcome; overall some 18% were active at least once.

structure | TDP1 cell CPT | KAT2A inh | DT40 TDP1 no CPT
CCn1c(=O)c2c(nc3n2CCCN3CCc2ccccc2)n(C)c1=O | u | -5% | u
C=CCNC(=O)N1CCCC(C(=O)c2cccc(OC(C)C)c2)C1 (stereo not given) | u | 2% | u
COc1ccc(C(=O)NCC(=O)Nc2ccccc2)cc1OC | -14% | 2% | -29%
Fc1ccc(/C=C\c2nccc3c2[nH]c2ccccc23)cc1 | u | -2% | u
O=C(NC1CCCCC1)c1nn2c(C(F)(F)F)cc(-c3ccco3)nc2c1Br | -2% | -10% | -19%
CNC(=O)NC(=O)Cn1nc2n(c1=O)-c1ccccc1SC2 | -20% | 1% | -16%
CSCCC(NC(=O)c1ccco1)C(=O)OCC(=O)Nc1ncc(Cl)c(C)c1Cl (stereo not given) | -10% | 1% | -20%
Cc1ccc(C)c(N2CCN(c3ccc([N+](=O)[O-])cn3)CC2)c1 | u | -3% | -19%
COc1ccc2c(c1OC)C(Cc1ccccc1)N1CCc3cc4c(cc3C1C2)OCO4 (stereo not given) | 6µM* | u | 12µM*
CC(=O)c1ccc(N2CCN(C(=O)c3cc4c(C)nc5ccccc5c4o3)CC2)cc1 | -10% | -5% | u
CCOC(=O)Cc1csc(NC(=O)COc2cc(C)cc(C)c2)n1 | -11% | 2% | u
CCCCCC(=O)N/N=C/c1cc(Br)c(O)c(OC)c1 | 0% | -7% | 0%
CCN1C(=O)[C@H]2[C@@H](c3ccc(-c4ccc(F)cc4)c(OC)c3)N[C@@](Cc3ccccc3)(C(=O)OC)[C@H]2C1=O | -18% | -7% | -7%
CCOC(=O)Nc1nc(C)c(C(=O)N(C)C)s1 | -4% | -14% | 2%
COc1ccc(C(=O)OC2CC3CC[C@H](C2)N3C(C)=O)cc1OC (stereo not given in full) | 3%[9.04 µM] | x | -5%[9.04 µM]
CC(c1ccon1)N(C)Cc1cn(C)nc1-c1cccc(Cl)c1 (stereo not given) | u | 2% | 16µM*
CCOc1ccccc1OCCC(=O)N1CCN(S(=O)(=O)c2ccccc2[N+](=O)[O-])CC1 | u | 2% | u
N#CCCn1c(=O)c(-c2cccs2)nc2cnc(Oc3cccc(Cl)c3)nc21 | -15% | u | u
CCc1ccc(-c2nc(CS(=O)CC(=O)NCc3ccco3)c(C)o2)cc1 (stereo not given) | u | -3% | 1%
Cc1ccccc1OCc1nnc(SCc2cc(=O)c3cccc(F)c3[nH]2)n1C | u | -4% | u
Cc1ccc(C2(c3noc(CN(C)CC4COCCO4)n3)CCCC2)cc1 (stereo not given) | -26% | -8% | u
OC(c1ccc(F)c(F)c1)c1ncc(-c2cccc(C(F)(F)F)c2)[nH]1 (stereo not given) | u | x | 16µM*
CNc1ccc(Cl)cc1S(=O)(=O)c1ccccc1[N+](=O)[O-] | -58% | x | 15µM*
CCc1ccccc1NC(=O)CNCC(=O)Nc1ccccc1CC | -20% | -16% | -18%
CCCNC(=S)N1CCC(Cc2ccccc2)CC1 | u | -3% | u

Another view of part of the listing above:
Below each SMILES – TDP1 cell CPT, KAT2A inh, DT40 TDP1 no CPT
CNc1ccc(Cl)cc1S(=O)(=O)c1ccccc1[N+](=O)[O-]
 : -58%, x, 15µM*
CSCCC(NC(=O)c1ccco1)C(=O)OCC(=O)Nc1ncc(Cl)c(C)c1Cl (stereo not given)
 : -10%, 1%, -20%
COc1ccc2c(c1OC)C(Cc1ccccc1)N1CCc3cc4c(cc3C1C2)OCO4 (stereo not given)
 : 6µM*, u, 12µM*
CCOC(=O)Cc1csc(NC(=O)COc2cc(C)cc(C)c2)n1
 : -11%, 2%, u
Fc1ccc(/C=C\c2nccc3c2[nH]c2ccccc23)cc1
 : u, -2%, u
CCCNC(=S)N1CCC(Cc2ccccc2)CC1
 : u, -3%, u
CC(c1ccon1)N(C)Cc1cn(C)nc1-c1cccc(Cl)c1 (stereo not given)
 : u, 2%, 16µM*

Grouped by structure, those above containing a CF3 group
structure | TDP1 cell CPT | KAT2A inh | DT40 TDP1 no CPT
O=C(NC1CCCCC1)c1nn2c(C(F)(F)F)cc(-c3ccco3)nc2c1Br | -2% | -10% | -19%
OC(c1ccc(F)c(F)c1)c1ncc(-c2cccc(C(F)(F)F)c2)[nH]1 (stereo not given) | u | x | 16µM*

Continuation:
structure | TDP1 cell CPT | KAT2A inh | DT40 TDP1 no CPT
CCOC(=O)c1ccc(OC)c(OC)c1Cl | 6% | -1% | -10%
COc1ccc(N(CC(=O)NCCc2ccccc2)C(=O)c2csnn2)cc1 | -9% | -1% | 5%
Cc1ccc2nc(-c3ccccn3)[nH]c2c1 | u | -1% | u
COc1cc(/C=C2/CC(C)OC2=O)c([N+](=O)[O-])cc1OC (stereo not given) | 0% | 3% | u
CCOC(=O)C1(c2ccccc2)SC(C(=O)OCC)(c2ccccc2)S1 (stereo not given) | -17% | x | u
O=C(CN1C(=O)C2C3C=CC(C3)C2C1=O)Nc1ccc2c(c1)OCCO2 (stereo not given) | -9% | 0% | -2%
CCOC(=O)CNC(=O)CN1C(=O)CCS(=O)(=O)c2ccccc21 | 0% | -3% | -1%
CCCNC(=O)C/C(C)=N/NC(=O)COc1ccc(C)cc1Br | 1% | -8% | -29%
COc1cccc2c(=O)n(CC(=O)N3CCc4ccccc43)ccc12 | -11% | -2% | -6%
Cc1ccc(NC(NC(=O)Cc2ccccc2)C(Cl)(Cl)Cl)cc1 (stereo not given) | u | -7% | u
O=C(Nc1cc(S(=O)(=O)N2CCCC2)ccc1Cl)C1=COCCO1 | -5% | -7%[0.501 µM] | -28%
Cc1ccc(C2SCC(=O)N2Cc2ccccc2)cc1 (stereo not given) | u | -4% | -15%
CC(C)(C)C(=O)CC1(O)C(=O)N(Cc2ccccc2)c2ccccc21 (stereo not given) | 0% | -18%[0.501 µM] | -14%
COc1ccc(C(=O)c2c(C)oc3ccc(O)cc23)cc1 | -9% | -11% | 1%
CN(C(=O)c1ccc(NC(=O)Cc2cccc(NC(=O)C3CCN(C(=O)C4CCCCC4)CC3)c2)cc1)C1CCCC1 | -24% | -2% | -22%
Cc1ccc2oc(-c3ccc(NC(=O)c4ccc5c(c4)OCO5)cc3)nc2c1 | u | -8% | u
CCC(C)n1nnc2c(=O)oc3ccccc3c21 (stereo not given) | -1% | -4% | -13%
C/C(=N/NS(=O)(=O)c1ccc(Cl)cc1)c1ccc2c(c1)OCO2 | 0% | x | -5%
O=C(/C=C/c1ccc(S(=O)(=O)N2CCOCC2)cc1)OCC(=O)c1ccc([N+](=O)[O-])cc1 | -36% | 2% | -11%
O=C(CCN1C(=O)/C(=C\c2cccs2)SC1=S)NC1=NCCS1 | 1% | 0% | -7%
CCOc1ccc(N(CC(=O)NC2CCCC(C)C2C)S(=O)(=O)c2c(C)noc2C)cc1 (stereo not given) | u | 0% | u
CC(C)CN1CCC(=O)N([C@H](COc2ccccc2)Cc2ccccc2)CC1 | 23µM* | 2% | 11µM*
Cc1ccccc1C(=O)NNC(=O)CCCCC(=O)NNC(=O)c1ccccc1C | 7% | x | 3%
CCOC(=O)c1cccc(NC(=O)C2CCN(S(=O)(=O)c3cn(C)cn3)CC2)c1 | 0% | 26% | -18%
COC(CNC(=O)C1CC(=O)N(CCc2ccccc2)C1)OC (stereo not given) | 21% | -2% | -10%
CCOC(=O)COc1ccc2cc(C(=O)OCC)c(=O)oc2c1 | -16% | -16% | -14%
CCOC(=O)C1CCN(C(=O)c2ccc(OC3CCN(C(=O)CCOC)CC3)cc2)CC1 | -18% | -1% | 2%
O=C(NCN1CCN(c2ccccn2)CC1)c1cnccn1 | -19% | -5% | -15%
COc1ccc2cc(C(=O)NCc3ccc4c(c3)CCN4C(=O)c3ccc(F)cc3)[nH]c2c1 | 21µM* | -7% | 18µM*
CC1(C)CC(=O)c2sc(NC(=O)c3ccc4ncsc4c3)nc2C1 | u | -4% | u
COCCNC(=O)C1(C)CCCN(C(=O)c2cccc3ccccc23)C1 (stereo not given) | -18% | x | -13%
CCN(CC)S(=O)(=O)c1ccc(OCC(=O)NCc2ccccc2)cc1 | -22% | -2% | -11%
CCOC(=O)NNC(=O)CCn1c2c(c3ccccc31)CCCC2 | u | -4% | u
CCOc1ccc(CCNC(=O)COC(=O)c2cc(=O)[nH]c3ccccc23)cc1OCC | -19% | 2% | -9%
CC1(C)CC2(CC(c3ccccc3F)c3cc(Cl)c(O)cc3O2)NC(=S)N1 (stereo not given) | 2.1µM* | -7% | 3.7µM*
CC1CC(C)CN(C(=O)c2ccc(-c3ccc([N+](=O)[O-])cc3)o2)C1 (stereo not given) | 16µM* | -24% | 16µM*
Cc1cc[n+](CC(=O)c2cccs2)cc1 | 2% | -5% | -9%
COc1ccc(COC(=O)c2ccc(S(=O)(=O)N3CCC(C)CC3)cc2)cc1 | -2% | 2% | -15%
Cc1ccc(C(=O)CSc2ncn[nH]2)cc1 | -9% | u | -5%
COc1ccc(-c2cn(Cc3ccc(C(N)=O)cc3)c(CCN)n2)cc1 | 2% | -3% | 8%
O=C(COC(=O)CNC(=O)c1ccco1)Nc1ccccc1OC(F)F | -24% | -3% | 1%
Cc1ccc(-c2nc(-c3cc4cccc(OCc5ccccc5F)c4oc3=O)no2)cc1 | -9% | -9% | -10%
Nc1nc(SCC(=O)NCCO)nc2sc3c(c12)CCCC3 | -19% | 3% | u
Cc1ccc(NS(=O)(=O)c2ccc(Br)s2)cc1S(=O)(=O)N1CCOCC1 | 7% | -17% | -15%
Cc1cc(C)n2cc(CSc3nnc(-c4ccccc4)c(-c4ccccc4)n3)nc2n1 | 21µM* | x | 23µM*
Cc1nc(N)sc1-c1nnc(SCC(=O)Nc2nccs2)n1C | 1% | -1% | -1%
CCOc1cc(/C=C2\SC(=N)N(c3nonc3N)C2=O)ccc1OCC(N)=O | u | -13% | u
O=C1CSC(c2cn(-c3ccccc3)nc2-c2cccs2)N1CC1CCCO1 (stereo not given) | u | 2% | u
O=C(NCc1ccccn1)c1ccc(CNS(=O)(=O)c2cccc(C(F)(F)F)c2)cc1 | 5% | 1% | -29%
O=C(CSc1nnc2ccc(-c3ccccn3)nn12)Nc1ccccc1 | -3% | -5% | 4%

(next part)
structure | TDP1 cell CPT | KAT2A inh | DT40 TDP1 no CPT
CCCOc1ccc(-c2c(=O)n(O)c3ccccc3[n+]2[O-])cc1 | u | -9% | -28%
CCOC(=O)c1c(NC(=O)c2cccc(N3C(=O)CCC3=O)c2)sc(C)c1C | u | -23% | u
COc1ccc(N2CCN(C(=O)c3cccc(NC4=NC5CS(=O)(=O)CC5S4)c3)CC2)cc1 (stereo not given) | -5% | 0% | 24%
CCC(CC)c1nnc(NC(=O)CS(=O)(=O)c2ccc(C)cc2)s1 | -22% | -5% | -23%
CCN(CC)C(=O)c1cc2c(=O)n3cccc(C)c3nc2s1 | -7% | -10% | -23%
COc1ccc(CNC(=O)COCc2cc(-c3cccs3)on2)cc1 | -17% | -2% | u
O=C(N/N=C/c1ccccn1)c1cc(-c2cccc3ccccc23)n[nH]1 | u | -11% | -27%
Cc1ccc(S(=O)(=O)N(C)C)cc1NC(=O)COC(=O)COc1ccc2c(C)cc(=O)oc2c1 | 0% | -5% | -3%
Cc1nc2sc(C(c3ccccc3)N3CCOCC3)c(O)n2n1 (stereo not given) | 9% | -3% | -7%
O=C(NC(=S)N1CCN(CCO)CC1)C12CC3CC(CC(C3)C1)C2 | 23% | 50%[activator] | -17%
O=C1/C(=C\c2ccco2)SC(=S)N1Cc1ccccc1 | -2% | -5% | -23%
O=c1c(-c2cccc(Cl)c2)c[nH]n1-c1ccccc1 | 7% | -21% | 16µM*
O=C(Nc1cccc(C(=O)N2CCCCC2)c1)c1ccccc1 | 4% | x | -2%
C[C@H](NC(=O)c1nc[nH]c1C(=O)N[C@@H](C)C(=O)OC(C)(C)C)C(=O)OCc1ccccc1 | -13% | -2% | -16%
COc1ccccc1N1CCN(S(=O)(=O)c2c(C)sc3ncn(CC(=O)N(C)c4ccc(Cl)cc4)c(=O)c23)CC1 | 18µM* | -2% | 16µM*
Cc1csc(SCC(=O)NCc2ccccc2Cl)n1 | -12% | -1% | 2%
Cc1c(C)n2c(SCC(=O)N3CCCCC3)nnc2[nH]c1=O | -27% | 2% | -11%
CC(C)NC(=S)N/N=C/c1ccc2c(c1)OCCO2 | -15% | -4% | -13%
CCN1CCN(C(=S)c2ccc(OCC(=O)NCc3ccccc3)cc2)CC1 | -8% | 5% | -28%
COc1cc(NC(=O)c2cccnc2)c(Cl)cc1NC(=O)c1ccc(Cl)cc1 | -13% | 0% | -16%
Nc1[nH]c(C(=O)c2ccccc2)c(-c2ccc(Cl)cc2)c1C(=O)NCc1ccccc1 | -7% | x | -16%

Screening data: PubChem, National Center for Advancing Translational Sciences (NCATS)
